From PubChem
MLL CXXC-DNA inh = qHTS Fluorescence Polarization Assay for Inhibitors of MLL CXXC domain - DNA interaction. MLL-CXXC / FITC-HOXA9 DNA fluorescence polarization. Potency, µM (doses to about 115 µM), inactives show at the top dose activity change, negative = inhibition, usual class: inhibitors. 290,000 compounds, 0.037% hits; active = well fitted inhibition curve with a large enough effect in the polarisation, with a control signal flat, not every such curve was filed as active; inconclusive = small, poorly fitted or top-dose-only effect, or effect the other way, or a change in a side signal; inactive = no such curve, though single readings can be large or run the other way; the % refers to the polarisation; also: potency is read from the fitted curve at half-maximal effect
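Steps: dispense CXXC domain solution (7 uM) → pin compounds or unlabeled HOX-A9 DNA control → 5 min ambient → add FLSN-HOX-A9 solution (50 nM) → spin → 30 min ambient → fluorescence polarization. Tris pH 7.5/NaCl/DTT/BSA buffer.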
Integrin act MD = qHTS for Activators of Integrin-Mediated Alleviation for Muscular Dystrophy. 350,000 compounds, 0.064% hits. Potency, µM (highest dose often 38.3 µM), without a hit: top-dose activation, actives largely listed as activators. AID 624291, 2012. alpha7betagal myoblasts, beta-gal FDG fluorescence, 48 h;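 also: potency is read from the fitted curve at half-maximal effect; 100% = response of the positive control SU9516; nearly all actives have a fitted effect of over 60% in size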
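alpha7betagal+/- myoblasts (passage 13, 250/well) treated 48 h at 37C with compounds at 1:260 dilution of DMSO stock. Lysed, then beta-galactosidase activity read as FDG fluorescence (ex 480/em 540) after 30 min, with pre-read for autofluorescence.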
S-ASM inh = Inhibitors of Secretory Acid Sphingomyelinase (S-ASM): qHTS; placental ASM, HMU-PC fluorogenic substrate, 60 min; AID 504937, 2011; Sphingomyelin phosphodiesterase (Homo sapiens), P17405; 340,000 compounds, 0.006% hits; Potency, µM (titrated, usually from 57.5 µM), for inactives: top-dose activity change, negative = inhibition, most hits filed as inhibitors; also: potency is read from the fitted curve at half-maximal effect
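Human placenta-derived ASM enzyme was preincubated with compound for 10 minutes at room temperature, then given fluorogenic substrate HMU-PC0 (9 uM final) for 60 minutes at 37 °C; a pH 10 stop preceded fluorescence reading at Ex 386/Em 447 nm.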
A-T KAP1 phos = qHTS Assay for Identifying a Potential Treatment of Ataxia-Telangiectasia. […] A-T fibroblasts, KAP-1 phosphorylation AlphaLISA; neocarzinostatin DNA damage 30 min before lysis. Potency, µM (series often up to 57.5 µM), without a hit: at the top dose activation, most hits filed as activators. 320,000 compounds, 0.19% hits. AID 485349, 2010; also: potency is read from the fitted curve at half-maximal effect; % of control where 0% means no effect; nearly all actives have a fitted effect of over 45% in size
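hTERT-immortalized A-T patient fibroblasts ([…]), 500 cells/well in OPTI-MEM, 1% FBS, got compounds for 60 min, then NCS for 30 min at 37C. Lysates were then assayed for phospho-KAP-1 by AlphaLISA (anti-pKAP1 donor, anti-KAP1 acceptor beads), 6 hr at 25C.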
KCNH2 3.1 inh = qHTS for Inhibitors of KCHN2 3.1: Mutant qHTS | AID 720553, 2013 | Potassium voltage-gated channel subfamily H member 2, brain isoform KCNH2 3.1 (human) | 340,000 compounds, 0.95% hits | activity change, % (tested at about 1.8 µM) | U2OS KCNH2 3.1, thallium flux FluxOr; hits give low values;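 active = maximum activity change below -70%; inconclusive = maximum activity change from -70% to -50%; inactive = maximum activity change above -50%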;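 also: thallium influx rate constant from kinetic fluorescence after stimulation buffer; % is scaled to controls: 0 for no effect and ±100 for the full control effect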
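Channel expression came from 3.1 mutant virus (1.77 x 10^8 /mL) applied to suspended U2OS cells for 4 h. Flux was tracked with FluxOr dye plus Red40 quencher, and kinetic rate constants normalized to controls.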
hERG WT inh = qHTS for Inhibitors of KCHN2 3.1: Wildtype qHTS | Voltage-gated inwardly rectifying potassium channel KCNH2 (Homo sapiens), Q12809 | activity change, % at 1.84 µM | AID 720551, 2013 | 340,000 compounds, 0.37% hits | U2OS, BacMam KCNH2, thallium flux FluxOr; hits give low values;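 active = maximum activity change below -70%; inconclusive = maximum activity change between -70% and -50%; inactive = maximum activity change above -50%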; also: % is scaled to controls: 0 for no effect and ±100 for the full control effect
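U2OS cells transduced with wild-type KCNH2 virus are loaded with FluxOr dye for 45 min, and thallium flux is measured in kinetic reads before and after stimulation buffer. Rate constants are normalized to DMSO controls.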
GALK inhibitor = qHTS Assay for Inhibitors of Human Galactokinase (GALK); 270,000 compounds, 0.007% hits; Purified GALK, Kinase-Glo residual ATP luminescence; Potency, µM (highest dose often 57.5 µM), without a hit: at the highest dose activity change, negative = inhibition, most hits filed as inhibitors; AID 1868, 2009; P51570; also: potency is read from the fitted curve at half-maximal effect; % is scaled to controls: 0 for no effect and ±100 for the full control effect
Target sequence (P51570 whole entry, looked up): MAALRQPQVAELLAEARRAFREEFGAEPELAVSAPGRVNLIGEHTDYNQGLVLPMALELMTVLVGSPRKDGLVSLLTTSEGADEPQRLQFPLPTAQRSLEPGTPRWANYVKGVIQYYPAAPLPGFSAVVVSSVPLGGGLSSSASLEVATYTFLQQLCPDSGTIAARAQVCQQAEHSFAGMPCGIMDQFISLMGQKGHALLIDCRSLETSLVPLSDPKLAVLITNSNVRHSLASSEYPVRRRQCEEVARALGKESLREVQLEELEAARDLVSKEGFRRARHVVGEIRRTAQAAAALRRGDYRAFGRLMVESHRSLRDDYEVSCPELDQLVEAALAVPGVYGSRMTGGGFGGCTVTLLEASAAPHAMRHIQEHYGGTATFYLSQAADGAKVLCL
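Compounds were pin-transferred into ATP buffer (35 uM final), then GALK plus galactose (5 nM, 100 uM final) was added. After 1 h at room temperature, Kinase-Glo Plus was added and luminescence read after 10 min.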
Coupling enz = qHTS Assay for Inhibitors of Fructose-1,6-bisphosphate Aldolase from Giardia Lamblia: Coupling assay counterscreen | AID 2472, 2010 | coupling enzyme system counterscreen, AmpLite Red fluorescence | activity change, negative = inhibition, % at 58.2 µM, hits read low | 290,000 compounds, 0.67% hits; in the data active = activity change below about -30%; also: % is scaled to controls: 0 for no effect and ±100 for the full control effect
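Compounds tested against the coupling enzymes alone at 57.5 uM final; readout was AmpLite Red fluorescence (525/598 nm) after 20 min at RT.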
MBNL1-CUG inh = qHTS Assay for Inhibitors of MBNL1-poly(CUG) RNA binding; Muscleblind-like protein 1 (Homo sapiens), Q9NR56; TR-FRET MBNL1-His/biotin-(CUG)12 binding, 665/545 ratio; Potency, µM (top dose mostly 57.5 µM), for inactives: top-dose activity change, negative = inhibition, most hits filed as inhibitors; 280,000 compounds, 0.036% hits; AID 2675, 2010; active = well fitted inhibition curve with a large enough effect in the signal ratio, with a control signal flat, not every such curve was filed as active; inconclusive = small, poorly fitted or top-dose-only effect, or effect the other way, or a change in a side signal; inactive = no such curve, though single readings can be large or run the other way; the % refers to the signal ratio; also: potency is read from the fitted curve at half-maximal effect; % is scaled to controls: 0 for no effect and ±100 for the full control effect
Target sequence (Q9NR56 whole entry, looked up): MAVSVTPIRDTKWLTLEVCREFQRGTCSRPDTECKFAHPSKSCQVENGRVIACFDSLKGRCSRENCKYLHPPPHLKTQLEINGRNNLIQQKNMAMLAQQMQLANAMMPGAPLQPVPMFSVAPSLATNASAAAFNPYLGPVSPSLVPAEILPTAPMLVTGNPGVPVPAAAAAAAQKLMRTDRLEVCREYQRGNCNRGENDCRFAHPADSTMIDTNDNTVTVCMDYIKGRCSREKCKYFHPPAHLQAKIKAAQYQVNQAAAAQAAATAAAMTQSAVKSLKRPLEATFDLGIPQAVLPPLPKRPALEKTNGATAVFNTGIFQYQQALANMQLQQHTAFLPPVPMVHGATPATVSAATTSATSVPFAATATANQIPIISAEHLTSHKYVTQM
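Compound titration spanned 92 nM–58 uM against the MBNL1-His/biotin-(CUG)12 complex. After 60 min at room temperature with 5 nM streptavidin-XL665 and 0.055 ng/ul terbium anti-His, ratiometric 665/545 nm emission (Ex 340 nm) normalized to controls.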
TRPV1 ag = HTS Assay for Compounds that Act as Agonists of the Vanilloid Receptor 1; TRPV1-expressing cells, Fluo-8 calcium influx, agonist mode; AID 540275, 2011; activation, % at 8.33 µM; 320,000 compounds, 0.19% hits; in the data active = activation above about 80%; inconclusive = between about 30% and that limit; also: 0% is about no effect
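Fluo-8 calcium influx in TRPV1-expressing cells, kinetic read (ex 480/em 520 nm). Compound added and read 3 min for agonist activity, followed by capsaicin at EC20 final and 2 min further read for enhancement.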
Starred values were filed as active, the others as inactive; ? = inconclusive; . = not tested or not shown; [ ] = another dose, or the depositor's remark. Unless noted, calls follow the shape of the dose curve; as a rule, active = well fitted curve in the direction sought with a large enough effect; inconclusive = small, poorly fitted or top-dose-only effect, or another doubt; inactive = no such curve, though single readings can be large; an effect the other way counts as inactive or inconclusive.

SMILES	Integrin act MD	MBNL1-CUG inh	A-T KAP1 phos	S-ASM inh	hERG WT inh	TRPV1 ag	KCNH2 3.1 inh	MLL CXXC-DNA inh	Coupling enz	GALK inhibitor
COc1cc2c(cc1OC)C(c1ccc(Br)cc1)NCC2 (stereo not drawn)	?	.	.	1%	10	.	13	.	.	.
CC(C)(C)OC(=O)CN1c2cccc3cccc(c23)S1(=O)=O	3%	13%	8%	33%[activator]	1	1	2	?	0	-2%
COc1ccc(N(CC(=O)NC2CCCCC2)C(=O)CNC(=O)c2ccco2)c(OC)c1	19%	-23%	.	3%	1	0	6	-1%	2	1%
CCCCN1Cc2cc(C(=O)c3cc(OC)ccc3O)cnc2NC1=O	-14%	3%	.	3%	-11	2	1	3%	-1	-1%
CCN(CC)S(=O)(=O)c1cccc(C(=O)OCC(=O)NC(C)c2ccccc2)c1 (stereo not drawn)	-18%	-4%	8%	0%	0	14	-3	4%	1	8%
O=C(COc1cccc(C(F)(F)F)c1)Nc1cccnc1	-1%	-13%	1%	0%	12	?	-27	-4%	0	-1%
CCCCn1c(=N)n(CC(=O)O)c2ccccc21	5%	-5%	6%	0%	-29	-4	-4	-12%	3	6%
CCCSC1=C(C#N)C(c2ccc(OC)cc2)C2=C(CC(C)(C)CC2=O)N1 (stereo not drawn)	31%	13%	0%	74%[activator]	35	?	8	-5%	-2	-5%
COc1ccc(S(=O)(=O)Nc2ccc(S(=O)(=O)N3CCCCC3)cc2)cc1OC	0%	-2%	13%	-4%	-3	1	-2	-3%	5	2%
O=C(COC(=O)c1ccc(O)cc1)Nc1cc(S(=O)(=O)N2CCOCC2)ccc1Cl	12%	.	7%	-8%	1	-2	0	.	.	.
Cc1ccc(CNC(=O)C2CCC(=O)N2Cc2ccccc2Cl)cc1 (stereo not drawn)	-12%	-1%	-16%	3%	-2	1	4	-6%	2	-2%
NC(=O)C[n+]1ccc(/C=N/O)cc1	11%	.	2%	1%	.	-2	-10	2%	-1	-2%
COc1ccc(NC(=O)Cc2c(F)c(F)c(F)c(F)c2F)cc1OC	-2%	3%	-18%	4%	2	-1	-5	15%	1	2%
C/C(=N\NC(=O)C1CC1)c1ccc(N2CCOCC2)cc1	-9%	-3%	5%	-2%	10	1	11	6%	1	0%
COc1ccc(C(=O)N2CCN(c3cccc(Cl)c3)CC2)c(OC)c1	-17%	3%	0%	1%	1	0	-34	-4%	1	-3%
CSCCC(NC(=O)c1ccco1)C(=O)NCC(c1ccccc1)N(C)C (stereo not drawn)	13%	.	7%	3%	-12	2	-22	.	.	.
O=C(NCc1ccccc1F)Nc1ccc([N+](=O)[O-])cc1	-10%	?	2%	-1%	-9	?	-13	0%	-1	-1%
Cc1cccc(NNC(N)=S)c1	-6%	-6%	3%	2%	-2	1	2	1%	-1	1%
CCN(CC)C(=O)CSc1nc2c(sc(=S)n2-c2ccccc2)c(=O)n1Cc1ccco1	-3%[7.66 µM]	9%	.	-3%	-43	4	-78*	6%	9	3%
CCOC(=O)CN(C(=O)CSc1nnc(-c2ccncc2)n1CCCOC)c1ccccc1	-27%	5%	8%	5%	-5	-3	0	-7%	-2	3%
CN(CC(=O)Nc1ccccc1Cl)C(=O)CSC(=S)N1CCCC1	-7%	.	0%	.	0	-3	2	.	.	.
O=C(Cn1ccc2ccccc2c1=O)NCCC(=O)Nc1ccc2c(c1)OCCO2	35%	-5%	0%	0%	-8	1	-16	-1%	-1	0%
N#CC1(NC(=O)CSc2nnc(-c3ccccc3F)n2N)CCCCC1	6%	.	9%	1%	-4	-2	-17	.	.	.
O=C(CN1C(=O)NC(c2ccccc2)(c2ccccc2)C1=O)Nc1ccc2[nH]c(=O)[nH]c2c1	-7%	-23%	0%	-3%	12	1	-2	13%	0	.
Cc1ccc(NC(=O)NC(=O)CSc2nnnn2C)c(C)c1	-14%	-3%	5%	-1%	-6	1	-2	-7%	1	0%

(more compounds)
SMILES	Integrin act MD	MBNL1-CUG inh	A-T KAP1 phos	S-ASM inh	hERG WT inh	TRPV1 ag	KCNH2 3.1 inh	MLL CXXC-DNA inh	Coupling enz	GALK inhibitor
C/C(=N/N1CCN(Cc2ccccc2)CC1)c1ccc(Br)cc1	31%	2%	-4%	-1%	7	-5	-7	4%	-1	-1%
CN1CCc2c(sc(/N=C/c3cc(C(C)(C)C)ccc3O)c2C#N)C1	7%	-2%	14%	-29%	-9	3	16	-1%	-17	-7%
C[C@@H](C(=O)OCC(=O)c1ccc(F)c(F)c1)N1C(=O)C2CCCCC2C1=O (stereo partly drawn)	18%	.	0%	-1%	-1	.	-3	.	.	.
CN(C)/N=C/C=C1\CC/C(=C\c2ccc(F)c(F)c2)C1=O	0%	.	.	-6%	6	.	-1	.	.	.
O=C1c2ccccc2C(=O)N1Cc1cc(-c2ccccc2Cl)no1	8%	9%	0%	-6%	-10	7	6	-1%	4	2%
O=C(C(=O)N1CC=C(c2ccccc2)CC1)c1c[nH]c2ccccc12	23%	-11%	3%	-15%	20	1	1	-4%	1	0%
OCC(CO)(CO)NCc1ccc(-c2ccccc2)cc1	-3%	-13%	-1%	2%	-23	-2	15	14%	10	1%
COc1ccc(C2C(C(C)=O)=C(O)C(=O)N2c2ccc(C)cc2)cc1 (stereo not drawn)	16%	50%[activator]	18%	5%	8	-4	12	2%	6	3%
COc1cccc(NC(=O)CCS(=O)(=O)c2ccc3c(c2)oc(=O)n3C)c1	25%	5%	-1%	0%	-27	0	3	8%	.	-1%
CCOC(=O)C1=C(COC(=O)CCOc2ccccc2)NC(=O)NC1C (stereo not drawn)	0%	.	20%	-4%	-5	1	10	.	.	.
COc1ccc(Cl)cc1C(=O)N1CCN(Cc2ccc3c(c2)OCO3)CC1	?	0%	7%	0%	8	2	-16	7%	0	4%
c1ccc(-c2nc(Sc3ncnc4c3cnn4-c3ccccc3)n[nH]2)cc1	.	-11%	5%	.	.	6	.	1%	4	3%
O=S(=O)(NN=C1CCCCCC1)c1ccccc1	9%	-4%	6%	-1%	3	-2	0	7%	.	-6%
Cc1ccc(OCCCC(=O)Nc2nc3ccccc3[nH]2)cc1	1%	-3%	-15%	-1%	-10	-5	-4	-11%	0	-1%
O=C(NCCc1ccccc1)C1CCC(=O)N1C1CCCC1 (stereo not drawn)	10µM*	-7%	-7%	-1%	0	-1	-6	-4%	1	.
Cc1noc(COc2ccccc2OCC(N)=O)n1	-11%	.	.	0%	3	.	-8	.	.	.
C[C@@H](O)C1NC(=O)[C@H](CCCCN)NC(=O)c2cc([N+](=O)[O-])cc(I)c2OCC[C@@H](C(N)=O)NC1=O (stereo partly drawn)	8%	?	-6%	-4%	-7	-3	14	16%	2	.
COc1ccc(CN(CC(=O)NC2CCCC2)C(=O)CN2C(=O)COc3ccccc32)cc1	-15%	-2%	1%	0%	5	1	-3	-1%	1	0%
COc1ccc(CCNC(=O)CCCCC(=O)NCCc2ccc(OC)cc2)cc1	?	3%	-8%	4%	2	6	17	5%	0	-2%
Cc1cc(C(=O)CSc2nnc(-c3ccc(Cl)cc3)n2CC2CCCO2)c(C)n1C (stereo not drawn)	-17%	-5%	3%	-1%	-4	0	-13	1%	1	3%
